Screens deposited in PubChem BioAssay by several laboratories.
cytoskel mod = alters cytoskeleton assembly in HUVEC cells; HUVEC TNFa F-actin phalloidin imaging, high content; inhibition, % at 2 µM; hit rate 0.18% among 91,000;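 active = inhibition above the batch mean plus 3 SD and confirmed as a hit by visual image inspection, cut at about 30% in these data, passing the limit was not always enough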; also: strong numbers were not always called active
sEH act = increases human soluble epoxide hydrolase activity | activation, % at 2 µM | AID 717 | purified human sEH enzymatic activity, activator screen | hit rate 0.04% among 91,000; in the data active = activation above about 37%; also: values of inactives mirror those of a sister screen read the other way
Target sequence (P34913 whole entry, looked up): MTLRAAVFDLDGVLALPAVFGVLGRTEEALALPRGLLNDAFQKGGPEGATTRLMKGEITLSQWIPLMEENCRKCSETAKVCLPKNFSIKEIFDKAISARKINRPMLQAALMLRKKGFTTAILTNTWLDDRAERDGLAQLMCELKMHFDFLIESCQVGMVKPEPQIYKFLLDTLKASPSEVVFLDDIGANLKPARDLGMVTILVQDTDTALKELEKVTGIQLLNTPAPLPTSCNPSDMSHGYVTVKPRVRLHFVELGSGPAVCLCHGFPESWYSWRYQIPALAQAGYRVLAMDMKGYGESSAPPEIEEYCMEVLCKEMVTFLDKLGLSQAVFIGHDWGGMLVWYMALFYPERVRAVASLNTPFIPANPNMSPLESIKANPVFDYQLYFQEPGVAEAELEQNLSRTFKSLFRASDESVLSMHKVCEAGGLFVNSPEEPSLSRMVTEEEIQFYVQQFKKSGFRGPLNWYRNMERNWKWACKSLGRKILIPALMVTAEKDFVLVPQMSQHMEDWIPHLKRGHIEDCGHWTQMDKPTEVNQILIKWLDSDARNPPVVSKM
HUVEC tox IL1B = HUVEC cytotoxicity counter-screen, IL-1B stimulated. HUVEC cell count loss, Hoechst imaging. cell count reduction, % at 2 µM. hit rate 0.41% among 94,000. AID 845;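 active = cell count reduction more than 3 SD above the screen-wide mean, cut at about 70% in these data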;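 also: normalized per plate to untreated control cells as the no-loss baseline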
Calb biofilm kill = kills Candida albicans biofilms. C. albicans biofilm + clotrimazole, Alamar Blue. inhibition, % at 6 µM. hit rate 0.14% among 85,000;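 active = inhibition above 20%; inactive = inhibition below 20%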;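 also: preformed 24 hr biofilms exposed to compound for 48 hr; 0% = biofilm without compound and 100% = blank killed by clotrimazole plus chlorhexidine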
HUVEC tox TNFa = HUVEC cytotoxicity counter-screen, TNF alpha stimulated; HUVEC TNFalpha-stimulated, Hoechst cell count, imaging; cell count reduction, % at 2 µM; hit rate 0.17% among 93,000; AID 848;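 active = cell count reduction exceeding the screen mean by over 5 SD, scaled to untreated wells per plate, cut at about 78% in these data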;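 also: cells counted after 24 h of TNF alpha exposure following the 1 h pretreatment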
VCAM1 TNFa inh = reduces TNF alpha induced VCAM1 expression in HUVEC | HUVEC TNFa-induced VCAM-1 immunofluorescence, high-content imaging | inhibition, % at 2 µM | hit rate 0.48% among 95,000 | AID 802;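 active = inhibition above the batch mean plus 3 SD, with images confirmed as a hit by eye, cut at about 37% in these data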;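 also: 0% = TNF-stimulated DMSO wells and 100% = unstimulated control wells; not every result past the cut was called active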
ERb coact inh = ER-beta (human) coactivator binding inhibition | inhibition, % at 25.6 µM | AID 633 | hit rate 1.3% among 86,000 | Q92731 | TR-FRET ER-beta LBD / SRC1-Cy5 peptide binding; receptor agonist-loaded with 1 µM estradiol;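 active = compounds whose percent inhibition of the receptor-coactivator binding signal exceeds about 50% in the single-dose screen, limit read from the data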;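 also: 0% = receptor plus peptide wells without compound and 100% = peptide-only wells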
Target sequence (Q92731 whole entry, looked up, the tested form may be a part): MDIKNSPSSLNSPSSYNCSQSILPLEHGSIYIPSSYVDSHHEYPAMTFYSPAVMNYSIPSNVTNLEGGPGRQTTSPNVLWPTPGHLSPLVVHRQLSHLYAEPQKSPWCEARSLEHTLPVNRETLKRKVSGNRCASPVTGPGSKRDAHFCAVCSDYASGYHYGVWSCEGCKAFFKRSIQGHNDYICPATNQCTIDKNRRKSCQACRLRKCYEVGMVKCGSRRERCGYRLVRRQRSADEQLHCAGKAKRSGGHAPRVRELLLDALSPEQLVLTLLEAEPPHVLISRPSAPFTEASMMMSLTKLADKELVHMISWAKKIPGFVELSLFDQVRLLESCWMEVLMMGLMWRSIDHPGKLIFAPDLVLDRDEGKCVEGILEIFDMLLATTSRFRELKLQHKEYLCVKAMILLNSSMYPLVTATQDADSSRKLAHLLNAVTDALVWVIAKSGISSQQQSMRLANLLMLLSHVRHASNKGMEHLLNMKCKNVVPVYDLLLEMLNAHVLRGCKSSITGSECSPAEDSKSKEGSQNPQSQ
Smad3 inh = blocks human Smad3 binding to FoxH1 peptide | TR-FRET Smad3/Dy647-FoxH1 peptide binding, europium anti-His | inhibition, % at 25 µM | P84022 | hit rate 0.29% among 88,000;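 active = compounds that reduce the energy-transfer binding signal between the protein and its labelled peptide by more than half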;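 also: 0% = Smad3 plus labelled peptide maximal FRET and 100% = peptide-only background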
sEH inh = blocks human soluble epoxide hydrolase activity | P34913 | recombinant human sEH enzymatic activity assay | inhibition, % at 2 µM | hit rate 0.34% among 91,000 | AID 707; in the data active = inhibition above about 80%; also: values of inactives mirror those of a sister screen read the other way; many of its hits are not listed in these tables
* = called active by the depositor; / = no result given; [ ] = another dose, or the depositor's remark. Some of the compounds tested; count on the stated rates, not on these rows.

compound | cytoskel mod | sEH act | HUVEC tox IL1B | Calb biofilm kill | HUVEC tox TNFa | VCAM1 TNFa inh | ERb coact inh | Smad3 inh | sEH inh
C=CCOc1c(Br)cc(C2NC(=O)NC(C)=C2C(C)=O)cc1OCC (stereo unspecified) | 4 | 3 | -15 | 13 | -1 | 15 | 14[fluorescence artefact?] | -2 | -5
Cc1ccc(C(=O)CNc2nc3c(c(=O)[nH]c(=O)n3C)n2Cc2ccccc2)cc1 | 40 | -7 | -203 | 0 | -6 | -8 | 1[fluorescence artefact?] | 5 | 7
O=C(c1scc2c1CCCC2)N1CCOCC1 | 13 | -7 | -1 | 3 | -19 | -26 | -2 | 5 | 6
CC(C)CCN1CC(C(=O)NCc2ccccc2)CC1=O (stereo unspecified) | / | -4 | -12 | 10 | / | / | 10 | 14 | 3
Cc1ccc(NC2=NC3(CCCCC3)N=C(N)N2)c(C)c1 | 4 | 1 | 41 | 6 | 2 | 11 | -2 | -3 | -3
CCNS(=O)(=O)c1ccc(C)c(-n2cnnn2)c1C | -6 | 0 | -23 | 3 | -2 | 1 | -6 | 12 | 0
COc1ccc(C(F)(F)F)cc1N/C=C\c1nnnn1-c1ccc(C)cc1 | 8 | -9 | -22 | / | -17 | 16 | / | / | 10
COc1ccc(CC(=O)c2c(O)cc(O)cc2O)cc1OC | -18 | 5 | 8 | 16 | -29 | -10 | 9 | 3 | -3
COc1ccc(-c2nc(Cn3c(SCc4ccccc4F)nc4ccncc43)c(C)o2)cc1 | 2 | 0 | -15 | -6 | -16 | 8 | 21[fluorescence artefact?] | -7 | 0
Cc1cc(O)c(C(C)C)cc1NC1=NS(=O)(=O)c2ccccc21 | -21 | / | 6 | 5 | -1 | 7 | -8 | -14 | /
CN(C)C/C(Cl)=C(\Cl)c1ccccc1 | -13 | -2 | -19 | 8 | -28 | -23 | -4 | -11 | 3
Cc1[nH]nc(-c2ccc(O)cc2O)c1-c1ccc(Cl)cc1 | -38 | -28 | -10 | 10 | 1 | -20 | 3 | 8 | 28
CCN(CC)CCNC(=O)Cn1nc(Cc2ccccc2)c2ccccc2c1=O | -15 | 11 | 16 | 10 | 0 | -14 | -3 | 7 | -9
O=C(NCc1ccco1)c1scc2c1OCCO2 | 10 | 10 | 1 | / | -32 | -13 | / | / | -11
CCOC(=O)c1nnc(-c2ccc(C)cc2)nc1Sc1ccccc1Cl | 8 | 2 | 6 | 5 | -46 | 11 | -2 | 5 | -2
COc1ccccc1C(=O)Nc1ncc2c(n1)CC(c1ccco1)CC2=O (stereo unspecified) | 7 | -18 | -17 | 7 | -27 | -17 | 34 | -6 | 17
O=C(O)c1c[nH]c2ccc(S(=O)(=O)N3CCOCC3)cc12 | 24 | / | 8 | 8 | -8 | 55* | -7 | 7 | /
CCC1C(=O)N(c2nc(C)cc(C)n2)N=C1C (stereo unspecified) | / | 7 | 0 | 3 | 14 | 1 | -18 | 4 | -8
Cc1cc(C)cc(NC(=O)CSCc2cnn(-c3ccccc3)c2-n2cccc2)c1 | 0 | -15 | -2 | 2 | 11 | 15 | -10 | -4 | 14
CCc1ccc2c(COC(=O)c3n[nH]c4ccccc34)cc(=O)oc2c1 | -13 | 1 | -21 | / | -14 | 8 | 18 | 11 | -1
COc1ccc(S(=O)(=O)N2CCOCC2)cc1C(=O)Nc1nc2ccccc2s1 | -14 | 10 | -44 | 5 | -1 | 10 | 16[fluorescence artefact?] | 2 | -8
CCc1nnc(SCC(=O)NC2CCCCC2)nc1CC | -13 | -2 | 19 | 7 | 16 | -7 | 1[fluorescence artefact?] | 3 | 0
Cc1sc2nc(C(C)C)oc(=O)c2c1C | 4 | -2 | -9 | 6 | -10 | -11 | 5 | -6 | 2
COc1cc(C)ccc1OCCCOc1cc(C)ccc1Cl | -18 | 8 | 23 | / | -5 | 0 | / | / | -5
Cc1ccc(NC(=O)c2ccccc2CCc2ccccc2)c(C)c1 | 11 | -5 | / | / | -26 | 15 | / | / | 5
CCO/N=C(\C)c1c(O)c(CC)c(-c2ccccc2)n(-c2ccccc2)c1=O | 5 | -6 | -18 | 4 | -6 | 27 | 3 | -2 | 8
Cc1ccc(N2C(=O)CC(c3ccsc3)C3=C2CC(C)(C)CC3=O)cc1 (stereo unspecified) | -15 | -6 | -15 | / | -7 | -9 | / | / | 3
O=C(NCc1cccnc1)c1ccccn1 | -6 | 0 | -50 | 0 | -14 | 6 | 1[fluorescence artefact?] | -11[fluorescence artefact?] | 3
CCOC(=O)c1nn(-c2ccc(OC)cc2)c(=O)c2c(N)scc12 | -7 | -11 | -8 | 13 | -10 | -3 | 8[fluorescence artefact?] | 13 | 12
CCOC(=O)/C(C#N)=C\C1=C(N2CCCC2)CC(C)(C)OC1 | -6 | 2 | 8 | 5 | -13 | 1 | -18 | 8 | 2
Cc1ccc(C(c2nnnn2CCc2ccccc2)N2CCSCC2)cc1 (stereo unspecified) | -6 | -31 | 13 | 3 | 3 | -11 | 11 | -3 | 29
COC(=O)c1ccc(Oc2nc(N(C)C)nc(N3CCOCC3)n2)cc1 | 38 | 5 | -19 | 5 | -13 | 9 | -12 | -4 | -1
Cc1ccc(C)c(N(CC(=O)NCCC2=CCCCC2)S(C)(=O)=O)c1 | 2 | 16 | 6 | -1 | 17 | -2 | 1 | -23 | -13
CCOC(=O)N1CCC(NC(=O)Cn2cc3c(n2)CCC(C)C3)CC1 (stereo unspecified) | -1 | -18 | -2 | 6 | 2 | 12 | -4[fluorescence artefact?] | -3 | 19
COc1ccc(Nc2oc(-c3ccc(Cl)cc3)nc2C#N)cc1 | 11 | 11 | -17 | 6 | 11 | -7 | 3 | -2 | -7
Cc1cc(C)c(OCC(=O)Nc2nnn(C)n2)c(Br)c1 | -13 | -10 | -2 | 6 | 2 | 16 | -6 | 9 | 12
O=C(Nc1cccc(-c2cn3cccnc3n2)c1)c1ccc2c(c1)OCO2 | -29 | -2 | -6 | 9 | 1 | -3 | 10 | -9 | 1
Cc1ccc(NC(=O)C(C)N2C(=O)c3ccccc3C2=O)cc1 (stereo unspecified) | 27 | -3 | -4 | 4 | -34 | -27 | 31 | -6 | 4
Cc1cc(C)cc(Oc2ccc(N)cc2)c1 | -16 | -14 | 5 | 4 | -16 | 19 | -6 | -9 | 14
O=C1CC(c2ccccc2)CC(O)=C1C=NCCN1CCNCC1 (stereo unspecified) | 3 | 10 | -12 | 2 | -26 | -4 | 2[fluorescence artefact?] | -2 | -9
CCC(Oc1ccccc1)C(=O)Nc1nnc(C(F)(F)F)s1 (stereo unspecified) | -14 | -4 | -8 | 3 | -8 | 7 | -4 | 11 | 7
CC(C)Cn1cnc2c1c(=O)n(CC(=O)Nc1ccc3c(c1)OCO3)c(=O)n2Cc1ccccc1 | -15 | 6 | 72* | 5 | 13 | -1 | -4[fluorescence artefact?] | 6 | -7
CCOC(=O)c1c(N)c(C#N)cn1-c1ccccc1 | 9 | 14 | -2 | -1 | -31 | -8 | -9[fluorescence artefact?] | -16 | -14
COc1ccc(CNc2nc3nc(-c4ccccc4)cc(=O)n3[nH]2)cc1OC | -6 | 0 | -46 | 7 | -11 | 8 | -24[fluorescence artefact?] | 7 | 4
O=C(NCc1ccccc1)C(Cc1ccccc1)NS(=O)(=O)c1cccc2nsnc12 (stereo unspecified) | / | 9 | 1 | -3 | 4 | 8 | -2[fluorescence artefact?] | 7 | -10
Cn1c(CSc2nc3ccccc3s2)n[nH]c1=S | -10 | -9 | -14 | 6 | -7 | 7 | -6 | -6 | 7
Cc1noc(C)c1C(=O)NCCc1ccccc1 | -3 | -1 | -5 | 1 | -3 | 26 | 14 | 12 | -2
COc1cc(C=O)ccc1OCCCOc1ccccc1C(=O)O | -13 | 10 | -22 | / | -19 | 6 | / | / | -12
CC(=O)Nc1cccc2c1OCCO2 | -5 | -5 | -92 | / | -4 | -3 | -4 | -4 | 4
COc1ccc(C(=O)NCCc2nnc(SCC(=O)Nc3ccc(Br)cc3)n2C)cc1 | -2 | -14 | 3 | 4 | -11 | -13 | -7 | 2 | 14
Cc1cccc(CC(Cc2nc3ccccc3[nH]2)c2nc3ccccc3[nH]2)c1 (stereo unspecified) | 4 | -1 | -16 | / | -7 | 2 | / | / | 3
Cc1ccc(SCC(=O)NC(=O)NCc2ccco2)cc1C | -1 | 8 | -41 | / | -13 | 7 | / | / | -5
CCCS(=O)(=O)N1CCN(Cc2ccco2)CC1 | -11 | 16 | 10 | / | 10 | 2 | / | / | -16
CCCCn1c(=S)[nH]c2cc(S(=O)(=O)N3CCCCC3)ccc21 | 9 | -6 | -11 | / | -23 | 15 | / | / | 6
Cc1nnc(SCc2ccccc2C#N)n1-c1ccccc1 | 2 | 18 | 82* | 5 | -2 | 2 | -6 | 0 | -14
Cc1cccc(/C=N\NC(=O)c2csnn2)c1 | -1 | -38 | 32 | / | 5 | 9 | / | / | 40
CCCCCOC(=O)c1cc(=O)[nH]c2ccccc12 | -4 | / | 12 | 0 | 37 | 30 | 8 | 0 | /
COc1ccc(CC(=O)NCc2ccccc2Cl)cc1S(=O)(=O)N1CCOCC1 | / | -55 | 20 | 9 | / | / | 0[fluorescence artefact?] | -4 | 56
COc1cc2oc3ccccc3c2cc1N(CC(=O)N(C)C)S(=O)(=O)c1ccc(C)cc1 | 8 | -1 | -11 | / | -18 | 8 | / | / | 3
O=C(CSc1nccc(=O)[nH]1)Nc1ccc(F)c(Cl)c1 | 2 | -5 | -70 | 3 | 9 | 9 | 3 | -9 | 0

(next part)
compound | cytoskel mod | sEH act | HUVEC tox IL1B | Calb biofilm kill | HUVEC tox TNFa | VCAM1 TNFa inh | ERb coact inh | Smad3 inh | sEH inh
Cc1ccccc1OCc1nc2ccc(S(=O)(=O)N3CCOCC3)cc2[nH]1 | / | -22 | -6 | 7 | -38 | -11 | -14 | 1[fluorescence artefact?] | 21
COc1cc(OC)c(C2N(c3ccc(Cl)cc3)C(=O)C3CCCN32)cc1OC (stereo unspecified) | -5 | 28 | 4 | 6 | 3 | 5 | -8 | 10 | -27
O=C(NCCc1ccco1)c1nn(Cc2ccccc2)c(=O)c2ccccc12 | -31 | 17 | -5 | -3 | 2 | -5 | 2 | 5 | -18
S=C1NC2=C(C(c3ccc(Br)cc3)N1)N1CCC2CC1 (stereo unspecified) | 7 | 33 | -10 | 6 | -15 | 12 | -17 | -7 | -31
Cc1cc(SCCC(=O)O)nc2ccccc12 | -25 | -1 | 1 | 7 | 4 | -8 | -7 | 3 | 0
Cc1c(Br)c([N+](=O)[O-])nn1CC(=O)NCc1cccnc1 | -1 | 12 | / | 5 | -6 | -2 | 1[fluorescence artefact?] | 8 | -12
CCOC(=O)C1=C(c2ccccc2)NC(SCC(=O)Nc2cccc(C)c2)=C(C#N)C1c1ccco1 (stereo unspecified) | -1 | -6 | -4 | / | 1 | 19 | / | / | 6
CCOC(=O)c1cccc(NC(=O)CCNS(=O)(=O)c2ccc3c(c2)CCN3C(=O)CC)c1 | -4 | / | 2 | 5 | -8 | -12 | 46 | -2 | /
O=C(COC(=O)c1n[nH]c(=O)c2ccccc12)c1ccccc1 | -6 | 7 | 5 | / | -22 | 7 | / | / | -5
CCCCCC(=O)Nc1ccc2oc(-c3cncc(Br)c3)nc2c1 | -11 | -82 | 2 | 2 | -15 | 16 | 14 | -13 | 82*
CCc1cccc(OCCOCCN2CCCC2)c1 | -19 | -12 | 21 | 3 | -16 | 17 | 6 | -2 | 12
Cc1ccc(-c2n[nH]c(=S)n2C)cc1 | -16 | -2 | -11 | 1 | 7 | 12 | -6 | -3 | 2
